Source: PubChem
APJ agonist: agonists of human APJ apelin receptor; CHO-K1 APJ PathHunter beta-arrestin, luminescence; 0% DMSO wells, 100% apelin; activation, % at 20 µM; 330,000 compounds, 0.11% hits;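 active = activation more than six SD over the plate average, tested at 20 µM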;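 also: 0% = DMSO alone and 100% = apelin-13 at 10 nM; some results filed as inactive read as strong as hits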
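assay system = CHO-K1 APJ beta-arrestin complementation cell line | input = cell density 1000 per well | dosing = compound 20 µM once, DMSO 1% | timing = compound 90 min 25 °C, reagent 1 h | measured by = luminescence from split beta-galactosidase complementation, Galacton Star/Emerald II substrate | read-out basis = APJ agonist activity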
Jurkat NFkB inh: lowers PMA/ionomycin-induced NF-kB signal in Jurkat cells | PMA/ionomycin-induced NF-kB luciferase reporter, luminescence | inhibition, % at 4 µM | 330,000 compounds, 0.53% hits | AID 435003; in the data active = inhibition above about 50%
APJ antagonist: antagonists of human APJ apelin receptor | inhibition, % at 20 µM | 330,000 compounds, 0.32% hits | P35414 | CHO-K1 APJ beta-arrestin complementation, luminescence;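 active = inhibition above about 40% at 20 µM, limit read from the data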;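 also: cells challenged with 10 nM apelin-13 agonist together with compound; plate controls were apelin-13 plus DMSO wells for no effect and DMSO wells lacking apelin-13 for full effect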
697 NFkB inh: inhibitors of the PMA/ionomycin-induced NF-kB reporter in 697 B cells; inhibition, % at 4 µM; 330,000 compounds, 0.33% hits; 697 B-cell NF-kB luciferase reporter, 16 h; AID 435022; in the data active = inhibition above about 35%
tim23-1 inh: inhibits growth of tim23-1 mutant yeast; S. cerevisiae tim23-1 growth, BacTiter-Glo luminescence, 24 h; inhibition, % at 20 µM; 330,000 compounds, 1.3% hits;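 active = growth inhibition of the mutant yeast at or above 50%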;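 also: temperature-sensitive mutant grown at 25 °C; plate controls were DMSO-treated mutant yeast for no effect and medium wells lacking yeast for full effect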
UPR CHOP act: apoptotic UPR (CHOP) activation; CHO-CHOP luciferase reporter, luminescence; percent of tunicamycin response over DMSO baseline; activation, % at 10 µM; 330,000 compounds, 0.34% hits;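 active = at 10 µM dose, activation of 40% or more, normalized to positive control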;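 also: 100% = tunicamycin at 10 µg/mL and 0% = DMSO alone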
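assay system = CHO CHOP reporter cells | amount = 500 CHO-CHOP cells per well | buffer or medium = F12 with 10% FBS | incubation = 16-18 h cell attachment, then 6 h compound exposure, 37 °C | detection = luminescence read with Steady-Glo | read-out = percent activation relative to tunicamycin control | controls = tunicamycin high control, DMSO low control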
XBP1 UPR activ: activators of adaptive arm of unfolded protein response (XBP1). CHO-XBP1 luciferase reporter, IRE1-XBP1 UPR activation, luminescence; percent of tunicamycin response, DMSO as zero. activation, % at 20 µM. 330,000 compounds, 0.33% hits;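 active = versus positive control, 20 µM dose yields 30% or more activation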;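 also: 100% = tunicamycin at 10 µg/mL and 0% = DMSO only wells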
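Assay system: CHO-XBP1 luciferase reporter cells; Schedule: 6 h treatment, 37 °C; Detection: glow luminescence from Steady-Glo reagent; Benchmarks: high control tunicamycin 10 µg/mL final, low control DMSO vehicle only.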
Mdm2 MdmX PPI: disrupts the human Mdm2-MdmX interaction | O15151+Q00987 | SaOS-2 split-luciferase Mdm2/MdmX complementation, luminescence | inhibition, % at 8 µM | 330,000 compounds, 3% hits;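 active = inhibition of at least 50% at 8 µM in the primary screen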
Target sequence (O15151 whole entry, looked up): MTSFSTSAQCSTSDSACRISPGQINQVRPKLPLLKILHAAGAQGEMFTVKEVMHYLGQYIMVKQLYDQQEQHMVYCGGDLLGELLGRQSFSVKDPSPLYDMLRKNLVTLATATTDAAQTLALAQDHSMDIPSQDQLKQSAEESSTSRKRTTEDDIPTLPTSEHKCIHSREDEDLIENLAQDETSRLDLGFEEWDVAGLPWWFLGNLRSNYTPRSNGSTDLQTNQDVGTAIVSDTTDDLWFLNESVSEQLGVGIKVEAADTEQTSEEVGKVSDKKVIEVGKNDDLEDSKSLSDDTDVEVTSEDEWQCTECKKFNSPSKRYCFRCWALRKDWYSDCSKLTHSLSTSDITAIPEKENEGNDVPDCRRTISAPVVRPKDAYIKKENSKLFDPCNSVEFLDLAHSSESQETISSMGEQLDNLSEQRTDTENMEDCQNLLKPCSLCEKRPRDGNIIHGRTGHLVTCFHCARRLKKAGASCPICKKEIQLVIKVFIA
Target sequence (Q00987 whole entry, looked up): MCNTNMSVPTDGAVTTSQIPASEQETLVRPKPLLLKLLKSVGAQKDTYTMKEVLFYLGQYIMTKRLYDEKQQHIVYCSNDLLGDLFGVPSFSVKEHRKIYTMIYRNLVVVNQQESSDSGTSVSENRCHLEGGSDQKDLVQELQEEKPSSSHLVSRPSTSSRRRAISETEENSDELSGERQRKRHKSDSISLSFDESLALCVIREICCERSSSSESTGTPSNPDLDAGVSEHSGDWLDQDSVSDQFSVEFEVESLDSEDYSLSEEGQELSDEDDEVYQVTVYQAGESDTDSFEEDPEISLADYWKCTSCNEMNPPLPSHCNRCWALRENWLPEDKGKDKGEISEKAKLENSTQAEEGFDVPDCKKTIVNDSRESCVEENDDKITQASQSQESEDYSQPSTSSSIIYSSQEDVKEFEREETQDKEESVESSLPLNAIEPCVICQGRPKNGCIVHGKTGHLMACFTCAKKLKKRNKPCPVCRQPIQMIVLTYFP
Active calls of the source: *.

SMILES	APJ agonist	Jurkat NFkB inh	APJ antagonist	697 NFkB inh	tim23-1 inh	UPR CHOP act	XBP1 UPR activ	Mdm2 MdmX PPI
CSc1ccc(S(=O)(=O)NCC(=O)OC2CCOC2=O)cc1[N+](=O)[O-] (stereo not given)	3	-5	6	18	8	0.2	0	16
COc1ccccc1CNC(=O)c1cc2c(=O)[nH]c3ccccc3c2n1C	-3	3	-1	13	2	0.3	1	21
CC(C)(C)c1ccc(C(=O)Nc2ccc3c(c2)C(=O)NC3=O)cc1	-2	-5	-79	-27	-4	-1.4	2	-13
Fc1ccc(NC(=S)NCc2cccnc2)cc1	3	5	16	8	6	0.2	0	-9
CC(C)C(=O)n1nc(-c2cccnc2)nc1NCc1ccc(F)cc1	-6	-19	-22	-7	20	-1.2	0	-9
CC(/C=C/c1ccccc1)=N\NC(=O)c1ccncc1	1	0	14	12	26	0.5	-2	23
CCOC(=O)C(=O)Nc1ccccc1C#N	-3	-1	12	29	8	-1.6	-3	2
CCN(CC(=O)NCc1ccc(Cl)cc1)C(=O)COc1cccc(Cl)c1	-7	3	7	23	12	0.4	-2	4
O=C(NCc1ccco1)c1csc2c1CCCC2	-5	0	-4	21	-2	0.6	1	7
COc1cc(C(=S)N2CCCC2)cc(Cl)c1OCC(=O)Nc1ccc(C)cc1C	-4	3	19	-2	26	2.8	2	11
CCc1ccc(C2CC(c3ccc(C)cc3)Nc3nc(N)nn32)cc1 (stereo not given)	-3	-19	9	-9	11	5.0	1	-14
COc1cccc(NC(=O)N2CCCC(C(=O)NC3CCCCC3C)C2)c1 (stereo not given)	2	-17	-6	10	27	-1.8	1	-8
O=C(Cc1ccccc1)NCC(=O)OCC(=O)c1ccc(Cl)cc1	-6	7	24	20	0	1.5	-5	1
CCN(C(=O)CCCC(=O)N(CC)c1ccccc1)c1ccccc1	-1	0	-8	4	24	-2.7	1	-7
CC(=O)c1ccc(NC(=S)NN2C(C)CCCC2C)cc1 (stereo not given)	-2	6	-15	9	4	1.2	0	27
Cc1ccc(C(C[N+](=O)[O-])c2c(N)n(C)c(=O)n(C)c2=O)cc1 (stereo not given)	-2	10	-18	22	54*	19	27	34
CN(C)/C=C1\C=C(c2ccccc2)OC1=O	5	-2	20	-32	50	1.8	1	3
CCCn1c(C)cc(/C=C(\C#N)C(=O)OCC(=O)NC(=O)NCC)c1C	-2	14	12	9	17	-0.1	3	5
CCNC(=O)COC(=O)COc1ccc(Cl)cc1C	-2	2	8	23	1	-1.9	1	3
CC(=O)c1ccc(NC(=O)CN2CCCCCC2)cc1	0	-32	-16	8	1	0.7	-7	-1
CCN(CC)CCNC(C(=O)Nc1cccc(C(C)=O)c1)c1ccccc1 (stereo not given)	-3	-5	-2	8	3	3.0	-1	7
CC(=O)c1ccc(NC(=S)N2CCN(S(=O)(=O)c3ccc(F)cc3)CC2)cc1	0	-4	1	1	11	-0.4	-3	32
Cc1cc(C)nc(N/N=C/c2ccc(Cl)cc2)n1	-2	19	11	17	-19	3.0	1	-3
O=[N+]([O-])c1ccc2nc(N3CCCC3)sc2c1	-2	-77	6	-71	23	5.8	-3	-31
CCCCN(C(=O)c1cc(S(=O)(=O)N2CCOCC2)ccc1Cl)c1c(N)n(CC(C)C)c(=O)[nH]c1=O	-4	1	9	10	5	6.0	-2	9
Cc1cc(C)n2nc(C(=O)OCC(=O)NCc3ccc(Cl)cc3)nc2n1	-2	-8	-5	12	1	-0.4	-2	28
Fc1ccc(CNCc2ccccc2C(F)(F)F)cc1	2	19	1	-21	15	0.2	0	4
Nc1c(Cl)cc(-c2csc(NCCc3nc4cc(Cl)c(Cl)cc4n3CCCO)n2)cc1Cl	-1	-1	-58	-9	25	0.2	3	-10
CN1CCN(c2cc(=O)n(C3CCCCC3)c(=O)[nH]2)CC1	9	0	-4	-9	14	0.6	2	-7
C=CCOc1ccccc1/C=N/NC(=O)c1ccc(Cl)cc1Cl	1	-11	6	-3	30	1.2	0	-12
Cc1ccc(-n2ncc3c(NCCCn4ccnc4)ncnc32)c(C)c1	-5	5	-19	-2	-12	-0.1	-2	27
O=C(O)C1SCCN1S(=O)(=O)c1ccc(N=NN2CCOCC2)cc1 (stereo not given)	-2	-27	2	12	-2	1.6	-3	9
O=C(O)c1cc(NC(=O)c2cccc(F)c2)cc(NC(=O)c2cccc(F)c2)c1	2	-8	19	4	7	1.2	-4	12
Cc1cc(NC(=O)COc2ccccc2C)ccc1NC(=O)c1cccs1	-1	22	13	9	54*	-0.5	6	17
CN1CCc2ccccc2C1Cc1ccccc1NC(=O)c1sc2ccccc2c1Cl (stereo not given)	-4	-19	21	-91	48	0.4	-2	12
CCCCCN(C(=O)CCC(=O)OCC(=O)N(CC)C1CCCCC1)c1c(N)n(CCCC)c(=O)[nH]c1=O	-3	-15	8	-9	-2	-1.6	2	-5
Cc1cccc2sc(NC(=O)c3cc(S(=O)(=O)N(C)C)ccc3N3CCCC3)nc12	-2	-5	-16	-11	25	63*	55*	65*
Cc1ccc(N(CC(=O)NC2CCCCC2)C(=O)CCC(=O)Nc2nccs2)cc1	-2	13	13	4	-1	0.8	1	13
CC(NC(=O)c1ccc(Cl)cc1)C1CC2CCC1C2 (stereo not given)	-5	12	2	15	12	2.4	-2	-3
O=c1[nH]c(C2CCCN(S(=O)(=O)Cc3ccccc3)C2)nc2c1nnn2Cc1cccc(Cl)c1 (stereo not given)	0	-16	7	-25	-10	-1.5	-1	16
Cc1ccc(NC(=O)CCn2c(=O)c3cccn3c3ccccc32)cc1C	1	-3	-13	10	16	1.3	-1	28
CCN(C(=O)CSc1nc2c(cnn2-c2ccccc2)c(=O)[nH]1)C1CCS(=O)(=O)C1 (stereo not given)	-1	-6	-2	1	-1	3.3	0	10
COc1cccc(CN2CCC(Oc3ccc(C(=O)N4CCCCC4)cc3)CC2)c1O	-4	2	11	0	16	1.6	-3	20
CCn1nc(NS(=O)(=O)c2ccccc2[N+](=O)[O-])c2cc3ccc(C)cc3nc21	-1	-6	-4	1	10	1.1	-4	27
O=C(NC(=S)NCc1cccnc1)c1cc2ccccc2o1	-3	12	-7	9	3	1.8	0	8
C/C(=N\NC(=O)CC1N=C(Cc2ccccc2)NNC1=O)c1ccc(Br)cc1 (stereo not given)	0	0	14	11	-8	-0.1	0	36
Oc1ccc2ccccc2c1CNc1ccc(Br)cn1	1	-41	-22	-6	61*	4.1	6	23
COc1ccc(NC2=NC(=S)N(c3ccc(C)cc3)C23CCCCC3)cc1	5	-17	1	-19	7	7.1	9	28
COC(=O)c1cc(=O)n(Cc2ccc(OC)cc2)c(=NCc2ccc(OC)cc2)s1	-3	14	4	14	11	2.2	2	14
O=C(CSc1nnnn1C1CCCCC1)N1CCN(C(=O)c2ccco2)CC1	-2	1	-5	18	5	-0.5	3	13
CC(=O)Nc1ccc(C(=O)NN2C(=O)c3ccccc3C2=O)cc1	0	16	-23	21	6	2.4	-2	2
CC[n+]1c(/C=C/c2ccc(OC(C)=O)c(OC)c2)ccc2ccccc21	-2	-84	28	-32	14	5.2	1	-69
CC(CN1CCCCC1)OC(=O)c1ccccc1Cl (stereo not given)	-4	-6	21	-3	-1	-1.0	1	3
CCCCc1nn(-c2cc(Cl)ccc2OC)c2c1C(=O)CCC2	-3	7	4	18	15	0.1	-4	-2
CCN(c1ccc(OC)cc1)S(=O)(=O)c1nnc(NC(=O)c2ccccc2Cl)s1	4	10	-4	-6	17	3.3	0	-24
CC(=O)N1CCc2cc(NC(=O)c3ccc(C)cc3)ccc21	-2	-86	0	-30	-1	1.2	1	-70
CCCn1c(-c2nonc2N)nc2ccccc21	1	4	-2	2	-22	-1.2	-1	49
COCCN(C(=O)COC(=O)CSc1ccc2ccccc2c1)c1c(N)n(Cc2ccccc2)c(=O)[nH]c1=O	-9	8	1	19	10	-1.0	-3	18
C[C@H]1CCC(=O)N([C@H](CSc2ccccc2)Cc2ccccc2)CC1	-1	14	-48	-4	31	2.5	5	5
CC1=C(C(N)=O)C(c2cccnc2)n2nc(SCc3ccccc3Cl)nc2N1 (stereo not given)	14	-13	11	-3	7	0.5	0	27
Further results.
SMILES	APJ agonist	Jurkat NFkB inh	APJ antagonist	697 NFkB inh	tim23-1 inh	UPR CHOP act	XBP1 UPR activ	Mdm2 MdmX PPI
CCCC(=O)Nc1ccc(S(=O)(=O)Nc2cc(OC)ncn2)cc1	7	8	-6	5	1	0.4	-1	1
Cc1ccc(S(=O)(=O)N2CCC(C(=O)OC(C)C(=O)NC3CCCCC3C)CC2)cc1 (stereo not given)	1	-9	1	4	13	1.6	-1	14
O=C1CN(S(=O)(=O)c2ccc([N+](=O)[O-])cc2)CC(=O)N1	1	11	-36	9	-1	0.5	-4	-6
COc1ccccc1NC(=S)NC(=O)C(C)C	0	6	-15	-6	11	0.1	0	-8
Cc1ccc(NC(=S)NC(=O)c2cncc(Br)c2)cc1Cl	-6	6	17	11	12	1.9	3	18
N#C/C(=C\c1cc2ccccc2nc1N1CCOCC1)C(=O)Nc1ccc(N2CCOCC2)cc1	0	-18	-13	-15	29	4.6	2	9
COCCN1C(=O)c2oc3ccccc3c(=O)c2C1c1ccc(OC)c(OC)c1 (stereo not given)	-2	-14	-9	14	-4	1.0	-4	-7
Clc1ccccc1Nc1ncnc2c1nnn2Cc1ccccc1	2	1	-7	14	24	-0.7	0	11
COCCCNC(=O)c1cccn2c(=O)c3cc4ccccc4cc3nc12	9	4	-21	26	26	7.2	3	44
CCOCCc1c(O)nc(SC)[nH]c1=O	-4	-25	10	4	-5	-0.6	-1	17
CCn1nc(C(=O)Nc2ccc(Cl)c(S(=O)(=O)N3CCOCC3)c2)c2ccccc2c1=O	5	-5	-66	-1	14	2.1	12	19
Cc1ccc(S(=O)(=O)c2nnn3c2nc(N2CCN(c4ccccn4)CC2)c2ccccc23)cc1C	-3	-6	11	-20	13	0.9	3	14
COCCOC(=O)C1=C(C)NC(=O)NC1c1c(OC)ncnc1OC (stereo not given)	0	10	15	13	-2	1.3	1	-2
CCOC(=O)c1c(C)[nH]c(C)c1C(=O)CN1C(=O)NC2(CCC(C)CC2)C1=O (stereo not given)	-6	0	15	15	-10	-1.8	13	-3
COC(=O)c1ccc(=O)n(Cc2ccco2)c1	-4	12	10	7	8	-4.2	1	18

In the list so far, 9 contain an NH in an aromatic ring:
SMILES	APJ agonist	Jurkat NFkB inh	APJ antagonist	697 NFkB inh	tim23-1 inh	UPR CHOP act	XBP1 UPR activ	Mdm2 MdmX PPI
COc1ccccc1CNC(=O)c1cc2c(=O)[nH]c3ccccc3c2n1C	-3	3	-1	13	2	0.3	1	21
CCCCN(C(=O)c1cc(S(=O)(=O)N2CCOCC2)ccc1Cl)c1c(N)n(CC(C)C)c(=O)[nH]c1=O	-4	1	9	10	5	6.0	-2	9
CN1CCN(c2cc(=O)n(C3CCCCC3)c(=O)[nH]2)CC1	9	0	-4	-9	14	0.6	2	-7
CCCCCN(C(=O)CCC(=O)OCC(=O)N(CC)C1CCCCC1)c1c(N)n(CCCC)c(=O)[nH]c1=O	-3	-15	8	-9	-2	-1.6	2	-5
O=c1[nH]c(C2CCCN(S(=O)(=O)Cc3ccccc3)C2)nc2c1nnn2Cc1cccc(Cl)c1 (stereo not given)	0	-16	7	-25	-10	-1.5	-1	16
CCN(C(=O)CSc1nc2c(cnn2-c2ccccc2)c(=O)[nH]1)C1CCS(=O)(=O)C1 (stereo not given)	-1	-6	-2	1	-1	3.3	0	10
COCCN(C(=O)COC(=O)CSc1ccc2ccccc2c1)c1c(N)n(Cc2ccccc2)c(=O)[nH]c1=O	-9	8	1	19	10	-1.0	-3	18
CCOCCc1c(O)nc(SC)[nH]c1=O	-4	-25	10	4	-5	-0.6	-1	17
CCOC(=O)c1c(C)[nH]c(C)c1C(=O)CN1C(=O)NC2(CCC(C)CC2)C1=O (stereo not given)	-6	0	15	15	-10	-1.8	13	-3
